# High-throughput results deposited in PubChem by several laboratories.
# HGIII-sPLA2 inh = human group III sPLA2 inhibitors, primary screen, biochemical, QFRET, BODIPY PC-A2 liposome substrate. Group 3 secretory phospholipase A2 (Homo sapiens), Q9NZ20. QFRET BODIPY PC-A2 liposome hydrolysis, fluorescence. inhibition, % at 12.2 µM. 370,000 tested, 0.56% active. AID 743126, 2013;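 active = inhibition above mean plus 3 SD of compounds lying within the high and low control bounds, cut at about 19% in these data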;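 also: 0% = median of test compound wells and 100% = no enzyme DMSO wells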
# Target sequence (Q9NZ20 whole entry, looked up): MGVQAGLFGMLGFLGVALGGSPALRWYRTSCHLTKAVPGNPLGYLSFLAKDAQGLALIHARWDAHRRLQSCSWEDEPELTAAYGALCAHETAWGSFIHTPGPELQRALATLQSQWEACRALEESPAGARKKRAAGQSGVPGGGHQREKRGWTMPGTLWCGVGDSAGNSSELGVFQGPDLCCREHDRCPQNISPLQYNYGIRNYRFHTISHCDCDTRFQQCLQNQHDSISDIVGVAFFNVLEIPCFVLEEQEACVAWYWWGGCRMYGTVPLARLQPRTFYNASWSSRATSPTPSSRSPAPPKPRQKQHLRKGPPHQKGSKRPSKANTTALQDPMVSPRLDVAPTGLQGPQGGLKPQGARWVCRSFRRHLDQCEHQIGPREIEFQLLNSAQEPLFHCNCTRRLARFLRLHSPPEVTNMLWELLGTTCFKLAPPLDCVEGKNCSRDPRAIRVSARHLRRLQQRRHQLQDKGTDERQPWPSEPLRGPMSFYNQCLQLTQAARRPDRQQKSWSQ
# FXN GAA850 act = FXN promoter activators, primary screen, cell-based, luciferase luminescence, HEK293 lucGAA850; HEK293 lucGAA850 FXN promoter luciferase reporter, 24 h; percent of 10 µM SAHA response; activation, % at 6 µM; 360,000 tested, 0.56% active; AID 540364, 2011;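 active = activation above the average of all compounds screened plus 3 SD, cutoff fixed separately per campaign, cut at about 7.5% in these data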;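 also: 0% = DMSO wells and 100% = 10 µM SAHA wells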
# GC-A act = GC-A stimulated cGMP production enhancers – HEK293 GC-A cells, cGMP TR-FRET, EC30 ANP, primary screen; Atrial natriuretic peptide receptor 1 (Homo sapiens), P16066; 0% at EC30 ANP, 100% saturating ANP; activation, % at 10 µM; 370,000 tested, 0.14% active; AID 1671463, 2021; in the data active = activation above about 40%
# Tn6 DDE FP = inhibitors of Tn6 peptide binding to fibrin DD(E), primary screen, biochemical, fluorescence polarization, human fibrin, Tn6 probe | Fibrinogen beta chain (Homo sapiens), P02675 | Fibrin DD(E) TRITC-Tn6 fluorescence polarization displacement | inhibition, % at 8.3 µM | 370,000 tested, 0.21% active | AID 720509, 2013;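 active = inhibition above a per-campaign cutoff: mean of compounds within control limits plus 3 SD, cut at about 15% in these data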;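 also: 0% = median of all compound wells on the plate and 100% = blocking peptide control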
# ASAP1 GAP inh = inhibitors of human ASAP1 ArfGAP activity, primary screen, biochemical, fluorescence polarization. ASAP1-stimulated ARF1 GTP hydrolysis, GDP FP detection. 360,000 tested, 0.19% active. AID 624377, 2012. inhibition, % at 16.5 µM; in the data active = inhibition above about 25%;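 also: 0% = vehicle with enzyme and substrate and 100% = no enzyme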
# Target sequence (Q9ULH1 325-724 limits assumed): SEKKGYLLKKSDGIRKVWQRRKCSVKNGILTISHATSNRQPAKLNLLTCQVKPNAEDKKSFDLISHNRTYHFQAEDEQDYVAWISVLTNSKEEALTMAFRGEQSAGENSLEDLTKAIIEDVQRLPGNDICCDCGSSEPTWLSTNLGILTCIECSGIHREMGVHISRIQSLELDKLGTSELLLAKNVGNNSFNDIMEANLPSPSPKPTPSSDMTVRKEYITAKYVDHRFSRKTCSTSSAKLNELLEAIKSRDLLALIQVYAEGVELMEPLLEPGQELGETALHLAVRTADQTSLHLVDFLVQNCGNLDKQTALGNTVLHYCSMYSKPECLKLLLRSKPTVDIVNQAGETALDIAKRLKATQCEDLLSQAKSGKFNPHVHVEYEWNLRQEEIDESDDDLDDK
# rCAG RNA binder = binders of r(CAG) RNA repeats, primary screen, biochemical, fluorescence; inhibition, % at 3 µM; AID 651821, 2012; r(CAG) RNA repeat, TO-PRO-1 dye displacement fluorescence; 370,000 tested, 1.3% active;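 active = inhibition above the plate cutoff, the mean of all test compounds on that plate plus 3 SD, cut at about 35% in these data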;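 also: 0% = DMSO alone and 100% = 100 µM mitoxantrone as full dye displacement; higher means more dye released from RNA so lower well fluorescence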
# GC-B act = human GC-B receptor activators, primary screen, HEK293 GC-B cells, cGMP TR-FRET, EC30 CNP | 0% at EC30 CNP, 100% saturating CNP | 370,000 tested, 0.11% active | AID 1920062, 2024 | Atrial natriuretic peptide receptor 2 (Homo sapiens), P20594 | activation, % at 10 µM;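 active = activation at 10 µM reaching about 35% in either raw or pattern-adjusted values, limit read from the data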
# ARFGAP1 inh = inhibitors of rat ARFGAP1 GAP activity, primary screen, biochemical, fluorescence polarization, GDP tracer; Arfgap1-stimulated ARF1 GTP hydrolysis, GDP FP detection; inhibition, % at 16.5 µM; 360,000 tested, 0.26% active;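 active = inhibition above a per-plate limit, mean inhibition of low control wells plus 3 SD, cut at about 25% in these data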;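 also: 0% = DMSO wells with enzyme and 100% = wells lacking Arfgap1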
# Target sequence (Q62848 1-136 limits assumed): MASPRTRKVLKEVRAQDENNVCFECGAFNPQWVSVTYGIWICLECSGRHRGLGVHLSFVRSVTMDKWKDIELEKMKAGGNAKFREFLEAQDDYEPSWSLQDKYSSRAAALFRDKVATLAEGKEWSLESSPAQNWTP
#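 material = rat Arfgap1 catalytic domain, aa 1-136 | also added = human ARF1(Δ1-17)-GTP substrate | compound dosing = one concentration, 16.5 µM, DMSO 1.26% | times = GTP hydrolysis reaction 2 h at 25 °C | measured by = FP, GDP Alexa 633 tracer displaced from anti-GDP antibody, 620/688 nm | evaluation = percent inhibition of Arfgap1-stimulated GTP hydrolysis | replication = single well per compound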
# KLK7 zymogen act = proKLK7 zymogen activators, primary screen, biochemical, fluorescence intensity; purified proKLK7, EDANS-DABCYL substrate fluorescence; 100% is mature enzyme control, 0% vehicle; activation, % at 7 µM; 370,000 tested, 0.9% active;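 active = activation above the mean of all tested compounds plus 3 SD, computed per campaign excluding outliers beyond control limits, cut at about 13% in these data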
# ADAM10 inh = human ADAM10 inhibitors, primary screen, biochemical, QFRET, HTS | 370,000 tested, 0.62% active | inhibition, % at 7 µM | AID 720582, 2013 | recombinant ADAM10, EDANS/DABCYL FRET peptide cleavage, 3 h;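 active = inhibition above a per-campaign cutoff equal to the mean of compounds falling between control-based bounds plus 3 SD, cut at about 20% in these data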;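 also: 0% = DMSO wells while the 100% control is not disclosed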
# * marks the source's active call; other numbers are inactive results; i = inactive; x = no result given. Random draw from the library. Share with any hit: about 4.5%.
SMILES,HGIII-sPLA2 inh,FXN GAA850 act,GC-A act,Tn6 DDE FP,ASAP1 GAP inh,rCAG RNA binder,GC-B act,ARFGAP1 inh,KLK7 zymogen act,ADAM10 inh
COC(=O)c1cc(C(=O)OC)n(Cc2ccc(Cl)cc2Cl)n1,7,0.5,0,-4,-9,-2,7,-1,-0.5,-1
Cc1cccc(C)c1NCc1n[nH]c(=S)n1-c1ccccc1,13,1.5,3,9,6,4,0,3,0.2,3
COc1ccc(/C=C2\SC(=S)N(NS(=O)(=O)c3ccc(C)cc3)C2=O)c(OC)c1,-4,3.2,1,7,-8,87*,-2,2,0.2,0
N#CC1(Nc2ccc(-c3ccc(Cl)cc3)cc2)CCCC1,24*,3.6,39,7,-5,4,-4,3,-0.3,-3
COCC(C)n1c(C)cc(C(=O)CSc2nnc(-c3ccco3)o2)c1C (stereo not drawn),-12,0.7,-1,5,0,1,5,-13,-0.2,-12
CCN(CC(=O)Nc1ccc(Br)cc1)C(=O)c1nc2nc(C)cc(C)n2n1,-4,-0.6,-1,4,-12,2,5,12,-0.3,-4
CCOc1ccc(C(=O)NCC(=O)NCCCn2nc(C)cc2C)cc1OCC,5,-2.1,1,-8,19,-10,-1,6,-0.5,-16
O=C(Nc1cccc(Cl)c1Cl)c1csc([C@@H]2O[C@H](CO)[C@H](O)[C@H](O)[C@H]2O)n1,-5,0.1,1,0,-2,2,3,3,-0.8,0
Cn1c(=O)oc2cc(NC(=O)CCl)ccc21,17,3.4,-2,5,6,-1,-1,-3,-0.2,-8
CN(Cc1c(C(=O)N/N=C/c2c(F)cccc2Cl)nnn1-c1nonc1N)c1ccccc1,-19,0.4,2,3,-9,4,1,13,-0.1,4
Cc1ccc(/C=N/Nc2ccc3ccccc3n2)o1,-14,2.3,3,5,3,-1,-5,-1,-0.4,-127
N#C/C(=C\c1ccc(F)cc1F)S(=O)(=O)c1ccccn1,-4,-0.7,0,1,-14,0,-1,3,0.3,-1
COc1cccc(S(=O)(=O)N2CCN(c3ccccc3F)CC2)c1,-4,1.8,1,-2,0,-1,-1,5,-0.4,16
Oc1cccc(/C=N/Nc2cc(N3CCCC3)nc(N3CCCC3)n2)c1,10,2.8,0,-3,14,8,-3,10,-0.1,-8
COc1ccc([C@H]2CC(=O)C[C@@H](CCn3ccnn3)O2)cc1,16,x,-1,-9,6,3,2,8,-0.2,-29
NN1C(=O)c2cccc3c(C(=O)O)ccc(c23)C1=O,4,0.0,-5,-5,-3,0,-3,2,0.4,4
COCC(=O)N1C[C@H]2CON(C)[C@H]2C[C@H]1c1ccc(N2CCCCC2)cc1,0,x,2,-9,1,0,4,-14,0.1,-14
CN(C)CCCNC(=S)N(Cc1cccs1)Cc1cc2cc3c(cc2[nH]c1=O)OCCO3,-10,1.0,32,3,4,11,24,2,-0.1,-257
CCc1nc2oc(C(=O)c3ccccc3)c(N)c2c2c1COC(C)(C)C2,-5,-1.2,9,-12,8,3,-7,9,-0.1,-12
CCOc1ccc(NC(=O)COc2ccccc2C(=O)NCc2ccccc2)cc1,-8,0.5,2,-7,-5,2,3,-15,-0.9,-3
O=C1[C@H]2[C@@H]3CCN1CCC[C@@H]2C=C[C@@H]3c1ccc(Br)cc1,8,x,3,-9,-9,5,-1,3,-0.3,-2
Cc1cc(C)cc(NC(=O)N2CCCC2C(=O)Nc2ccc(-n3cnnn3)c(C)c2)c1 (stereo not drawn),-4,0.6,-7,-2,6,2,-10,-4,0.2,-2
Cc1cc(C)cc(NC(=O)CSc2ccc(-c3ccccn3)nn2)c1,0,-4.8,4,-5,-2,-1,2,5,-0.3,-3
Cc1cccc(Nc2nnc(SCC(=O)N(C)C3CCS(=O)(=O)C3)s2)c1C (stereo not drawn),7,1.7,-3,5,10,-4,-4,7,-0.1,-2
COc1ccc(-c2ccccc2)cc1NC(=O)C1(C)CCN1C(=O)C(C)C (stereo not drawn),7,0.1,-4,7,3,0,-6,3,-0.7,2
CN(C)S(=O)(=O)Nc1cc(F)cc(F)c1,3,-0.5,4,5,-12,0,4,-1,0.2,-14
CC(=O)OCC(=O)[C@@]1(O)[C@H](C)C[C@H]2[C@@H]3CCC4=CC(=O)C=C[C@]4(C)[C@@]3(F)[C@@H](O)C[C@@]21C,3,2.3,-3,0,-4,1,1,-5,-0.3,9
O=C(NCCN1C(=O)C2C3C=CC(C3)C2C1=O)Nc1ccccc1 (stereo not drawn),7,2.0,0,0,13,0,2,-6,0.2,-6
Cc1ccc(CN2CCNC(=O)C2CC(=O)O)cc1 (stereo not drawn),2,-0.8,18,5,-6,4,1,9,-0.1,-7
CCCC(=O)OCCNc1cc(Sc2nc3ccccc3[nH]2)c2nonc2c1[N+](=O)[O-],-16,5.1,30,-3,4,16,25,4,0.1,4
CCOc1ncccc1C(=O)OCC(=O)Nc1cc(C)ccc1C,3,1.2,2,8,8,-2,-1,-6,0.2,0
Cn1c2ccccc2c2cnn(CC(=O)Nc3ccc(Cl)cc3)c(=O)c21,2,2.1,-1,-1,-1,6,-2,-3,0.2,-1
Cc1ccc(CNC(=O)CCCC(=O)c2ccccc2)cc1,2,0.3,3,0,-1,-3,2,-1,0.0,2
O=C(c1cn(-c2ccccc2)nc1-c1cccs1)N1CCOCC1,-3,1.0,1,-2,-12,0,6,8,0.0,-4
CC1CCCN(C(=O)COc2ccc(Nc3ccccc3)cc2)C1 (stereo not drawn),-2,-0.8,4,-2,4,10,1,14,0.4,2
CC1CCN(C(=S)c2ccc3c(c2)OCO3)CC1,10,-0.6,-1,5,-5,-4,-2,0,0.4,3
OC1CCN(Cc2cccc(Oc3ccccc3)c2)CC1,1,-0.3,6,-6,5,1,-1,-4,0.3,-3
OCC[C@H]1NCc2cc(CO)cc(-c3ccccc3)c21,-12,0.7,1,-10,4,3,5,8,-0.1,11
COC(=O)c1ccc(C2C(C(C)=O)=C(C)Nc3ncnn32)cc1 (stereo not drawn),11,1.6,6,5,-10,0,-1,-10,-0.4,-13
O=C(Nc1ccc(C(=O)O)cc1)/C(=C\C=C\c1ccccc1)NC(=O)c1ccc(Br)cc1,-22,0.5,-4,2,-3,72*,1,-3,-0.2,17

# Single records, as listed above.
# CC1CCCN(C(=O)COc2ccc(Nc3ccccc3)cc2)C1 (stereo not drawn) is listed as HGIII-sPLA2 inh = -2; FXN GAA850 act = -0.8; GC-A act = 4; Tn6 DDE FP = -2; ASAP1 GAP inh = 4; rCAG RNA binder = 10; GC-B act = 1; ARFGAP1 inh = 14; KLK7 zymogen act = 0.4; ADAM10 inh = 2
# O=C(Nc1ccc(C(=O)O)cc1)/C(=C\C=C\c1ccccc1)NC(=O)c1ccc(Br)cc1 is listed as HGIII-sPLA2 inh = -22; FXN GAA850 act = 0.5; GC-A act = -4; Tn6 DDE FP = 2; ASAP1 GAP inh = -3; rCAG RNA binder = 72*; GC-B act = 1; ARFGAP1 inh = -3; KLK7 zymogen act = -0.2; ADAM10 inh = 17

# Carrying on.
SMILES,HGIII-sPLA2 inh,FXN GAA850 act,GC-A act,Tn6 DDE FP,ASAP1 GAP inh,rCAG RNA binder,GC-B act,ARFGAP1 inh,KLK7 zymogen act,ADAM10 inh
O=C(CSc1cccc[n+]1[O-])C12CC3CC(CC(C3)C1)C2,-5,3.0,-1,9,-5,-2,-4,-1,0.2,-4
Cc1nc(Nc2nc3ccccc3o2)nc(C)c1C(=O)Nc1ccc(F)cc1,2,0.7,1,-1,2,0,4,7,-0.1,-3
Brc1ccc(-c2noc3c2-c2nc(C4CCCCC4)sc2CC3)cc1,-1,-0.1,0,4,12,5,1,-2,-0.3,3
O=C1NC(=O)C2(CCCCCCCCCCC2)N1,0,1.9,-2,-2,2,-2,7,-7,-0.1,1
CCCCN(C(=O)Nc1ccc(Cl)cc1)C1CCN(C(C)=O)CC1,0,2.2,1,8,14,2,4,-6,0.1,9
COc1ccc(C(=O)Oc2cccc3cccnc23)cc1[N+](=O)[O-],4,-0.1,-1,-9,1,0,1,4,0.3,-3
O=C(c1ccc2c(c1)OCO2)N(c1ccc(Br)cc1)C1C=CS(=O)(=O)C1 (stereo not drawn),-4,2.5,-22,-1,-10,0,8,5,-0.2,-1
Cc1c(C(=O)O)oc2c1C(O)CCC2 (stereo not drawn),1,1.7,0,1,-1,1,2,2,0.0,1
Cc1cc(C(F)(F)F)nc(NCc2ccc(F)cc2)n1,1,0.8,4,6,6,-4,-2,-12,-1.8,-7
CCC(CC)NC(=O)O[C@H]1CC[C@@]23CCCN2C(=O)CCC[C@H]3[C@H]1C,0,x,-1,-3,x,x,-2,x,x,5
COC(=O)c1oc2ccc(Br)cc2c1NC(=O)CCCN1C(=O)c2ccccc2C1=O,0,0.5,-5,3,5,6,-6,12,-0.1,4
COc1cccc(/C=N/NC(=O)c2ccoc2C)c1,-4,3.0,-3,-1,17,1,-6,21,0.2,-4
CCn1c(=O)c(C(=O)CN2CCN(S(=O)(=O)c3ccc(C)cc3C)CC2)c(N)n(Cc2ccccc2)c1=O,-38,-0.1,0,0,-5,-1,-2,6,0.0,15
Cc1c(CC(=O)N2CCC(O)CC2)c(=O)oc2cc3c(cc12)CCC1(CCCCC1)O3,-5,0.8,3,3,7,4,1,0,-6.6,i
CCC(Sc1nc2ncccc2[nH]1)C(=O)N1CCOCC1 (stereo not drawn),5,4.7,1,1,-1,2,2,-2,-0.1,4
Cc1cc(C)c(OC2(c3ccccc3)OC(=O)c3ccccc32)c(C)c1 (stereo not drawn),-6,1.8,-4,4,1,0,-6,-3,0.0,5
COc1ccccc1CNC(=O)c1ccc(Cl)c(NC2=NC3CS(=O)(=O)CC3S2)c1 (stereo not drawn),8,-0.2,6,-4,3,2,4,-1,-0.4,-17
Cc1cccc(N2CCN(c3ccc(C(N)=O)cc3[N+](=O)[O-])CC2)c1C,4,-1.3,-8,9,1,-3,-5,1,-0.1,-3
COc1ccccc1C(=O)COC(=O)Cc1n[nH]c(=O)c2ccccc12,-8,-0.2,3,-2,5,-1,1,-9,2.4,-19
O=C(c1cccnc1)N1CCN(Cc2ccc3c(c2)OCO3)CC1,3,-1.2,0,7,4,-5,6,13,0.2,-12
O=C(CSc1nccc(=O)[nH]1)NC1CCCC1,0,1.0,-2,5,0,-2,0,10,-0.8,-5
CCc1ccc(NC(=O)C2=CC=CN3CCS(=O)(=O)N=C23)cc1,-1,3.3,0,1,-10,3,-1,8,1.0,-4
